F508del corr – F508del CFTR correction, initial screen, CFBE line, single point; CFBE cells, YFP halide quenching; stimulated with forskolin plus potentiator P3; % fluorescence drop versus neutral controls; activity (quench increase), % at 7.58 µM; 350,000 tested, 0.36% active; AID 720511, 2013;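 active = mean added fluorescence quench of at least 8% versus neutral control, with both replicates also reaching 8%; inconclusive = only one of the mean or replicate conditions met; inactive = mean below 8% and not both replicates reaching 8%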;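 also: cells transiently co-express mutant CFTR-F508del with the halide-sensitive YFP; corrector assay measuring rescue of mutant channel to the surface after 24 h compound exposure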
DENV2 CPE – inhibitors of DENV2 cytopathic effect, primary screen, cell-based, plate reader, single concentration; DENV2-infected cells, cytopathic effect rescue; 350,000 tested, 1.7% active; CPE inhibition, % at 9.99 µM; in the data active = CPE inhibition above about 20%, passing the limit was not always enough; inconclusive = no clear call, values can overlap the other calls; tested in BHK-21 cells;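 also: 0% = median of neutral control wells and 100% = median of positive control wells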
GSIS activator – GLuc luminescence reporter in INS-1E cells, primary screen for activators of glucose-dependent secretion of insulin; INS-1E GLuc reporter insulin secretion, 2-3 h; activation, % at 16.6 µM; 370,000 tested, 0.61% active; AID 743287, 2014;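 active = lowest replicate activation of at least 40%, so every replicate reaches that level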;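 also: 0% = median of neutral control wells and 100% = median of IBMX positive control wells; some compounds called inactive have numbers as strong as hits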
ARNT TACC3 PPI – disruptors of ARNT/TACC3 protein interaction, primary screen, biochemical, AlphaScreen, single concentration; AlphaScreen His-ARNT PAS-B/GST-TACC3 binding, luminescence; TACC3 fragment carries E629A point mutation; inhibition, % at 9.99 µM; 390,000 tested, 0.66% active; AID 623870, 2012;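 active = mean inhibition of replicates at least 50% and at least half of replicates each reaching 50%; inconclusive = half or more replicates reach 50% but mean below 50%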;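 also: 0% = complete ARNT plus TACC3 wells and 100% = ARNT alone without TACC3; many hits fall short of the cut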
Xi reactivation – activators of inactive X chromosome reactivation, primary screen, imaging, XiGFP fibroblasts, GFP high-content imaging, set 2; 360,000 tested, 0.055% active; XiGFP mouse fibroblasts, % GFP-positive cells imaging, 3 d; cells co-treated with 5-aza-dC sensitizer; scaled so ellipticine positive control = 100%; activation, % at 7.58 µM;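 active = mean normalized replicate activation at least 10% and every replicate at or above 10%; inconclusive = only one of the two criteria met; inactive = mean below 10% and not all replicates reach 10%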;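 also: 0% = median of on-plate neutral control wells and 100% = ellipticine 6 µM median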
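material = 68-5-11 XiGFP fibroblast line | medium = DMEM plus 5-aza-dC sensitizer | schedule = 3 days compound exposure | benchmarks = positive control ellipticine, 6 µM final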
EWS-Fli block – EWS/Fli-driven NR0B1 reporter inhibitors, primary screen, A673 cells, NR0B1 luciferase, luminescence, MLPCN library | viability-normalised | inhibition, % at 12.6 µM | 350,000 tested, 0.67% active;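 active = mean inhibition of at least 50% after viability correction, with every replicate also passing that limit; inconclusive = mean reaches 50% but only one of two replicates passes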;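 also: firefly luciferase signal divided by Alamar Blue viability fluorescence both relative to DMSO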
ERp5 block – inhibitors of ERp5-driven insulin aggregation, primary screen, biochemical, turbidity, absorbance 650 nm, single point | Protein disulfide-isomerase A6 (Homo sapiens), Q15084 | 90 min | inhibition, % at 9.99 µM | 350,000 tested, 0.05% active;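 active = mean replicate inhibition above about 25%, with every replicate also reaching it, limit read from the data, passing the limit was not always enough; inconclusive = only one of those two criteria met; inactive = neither criterion met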
Target sequence (Q15084 whole entry, looked up): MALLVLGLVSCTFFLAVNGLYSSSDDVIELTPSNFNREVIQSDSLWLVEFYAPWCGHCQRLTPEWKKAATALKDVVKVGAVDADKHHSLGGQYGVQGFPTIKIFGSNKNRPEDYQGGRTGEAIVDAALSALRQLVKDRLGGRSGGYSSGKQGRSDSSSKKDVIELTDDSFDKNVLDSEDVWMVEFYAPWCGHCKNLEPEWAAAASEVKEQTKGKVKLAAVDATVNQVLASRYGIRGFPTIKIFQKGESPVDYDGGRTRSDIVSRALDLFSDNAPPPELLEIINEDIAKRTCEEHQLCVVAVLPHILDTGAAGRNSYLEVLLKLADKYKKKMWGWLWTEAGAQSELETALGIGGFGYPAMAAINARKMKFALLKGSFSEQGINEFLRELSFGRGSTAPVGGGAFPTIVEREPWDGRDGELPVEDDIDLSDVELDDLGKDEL
PAX8 reporter – inhibitors of PAX8-driven TPO luciferase reporter, primary screen, RMG-I cells, single concentration | 360,000 tested, 1.2% active | SteadyGlo, 24 h | inhibition, % at 12.6 µM | AID 652154, 2013;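 active = mean replicate inhibition at least 60% with every replicate also reaching 60%; inconclusive = only one of the two criteria is met; inactive = mean below 60% and not all replicates reaching 60%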;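 also: luciferase light reporting Pax8 driven TPO promoter activity; plate controls were median of neutral control wells for no effect and mitoxantrone controls for full effect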
Active calls of the source: *.

C=CCNS(=O)(=O)c1ccc(OCC(=O)OCC)cc1 was read as F508del corr -0.2, DENV2 CPE -5.3, GSIS activator -2.6, ARNT TACC3 PPI -5.3, EWS-Fli block 8.3 and ERp5 block 0.8.
For CCCn1c2ccccc2c2cnn(CC(=O)NCCCN3C(C)CCCC3C)c(=O)c21 (configuration not stated) the results were F508del corr -2.8, DENV2 CPE 0.0, GSIS activator 3.5, ARNT TACC3 PPI -0.6, Xi reactivation 0.0, EWS-Fli block 6.3, ERp5 block 1.0 and PAX8 reporter 2.9.
`COc1ccc(NS(=O)(=O)c2cccc(C(=O)NCC(c3ccc(OC)cc3)N3CCCCC3)c2)cc1` (configuration not stated) gave F508del corr 5.2, DENV2 CPE -1.3, GSIS activator -40.0, ARNT TACC3 PPI 1.1, Xi reactivation 0.0, EWS-Fli block -10.0, ERp5 block -12.4 and PAX8 reporter 8.8.
Screening Cc1ccc(S(=O)(=O)Nc2cccc(C(=O)NCCCN3CCCC3=O)c2)cc1F returned F508del corr 3.9, DENV2 CPE -1.1, GSIS activator -1.3, ARNT TACC3 PPI -35.6, Xi reactivation 0.0, EWS-Fli block 5.6, ERp5 block -6.7 and PAX8 reporter 4.7.
CCOC(=O)c1ccc(COC(=O)CNC(=O)CNC(=O)Cc2ccccc2)cc1 was read as F508del corr -2.4, DENV2 CPE -5.4, GSIS activator -19.8, ARNT TACC3 PPI -6.2, Xi reactivation 0.1, EWS-Fli block -7.7, ERp5 block -0.6 and PAX8 reporter -6.5.
Screening COc1cccc(NC(=O)CSc2nnc(NC(=O)C3CCC3)s2)c1 returned F508del corr 0.8, DENV2 CPE -0.7, GSIS activator 27.8, ARNT TACC3 PPI 1.2, Xi reactivation 0.1, EWS-Fli block 2.4, ERp5 block -5.1 and PAX8 reporter -1.2.
COc1ccc(S(=O)(=O)N(C)C)cc1NC(=O)CN1CCN(C(=O)C2CC2)CC1 was read as F508del corr -2.5, DENV2 CPE -5.7, GSIS activator 9.2, ARNT TACC3 PPI -9.3, Xi reactivation -0.1, EWS-Fli block -0.7, ERp5 block -7.7 and PAX8 reporter 8.6.
Screening CCCNC(=O)Nc1ccc2c(c1)OC[C@@H](C)N(CC1CCCC1)C[C@@H](C)[C@H](OC)CN(C)C2=O returned F508del corr 0.6, DENV2 CPE -11.4, GSIS activator -11.9, ARNT TACC3 PPI 4.4, Xi reactivation 0.0, EWS-Fli block -0.6, ERp5 block 7.5 and PAX8 reporter 6.3.
For CCOc1c2ccc(C(=O)NCc3cc(C(F)(F)F)cc(C(F)(F)F)c3)cc2nn1CCOC the results were F508del corr -0.1, DENV2 CPE 13.0, GSIS activator 1.2, ARNT TACC3 PPI -9.7, Xi reactivation -0.2, EWS-Fli block -8.5, ERp5 block 1.3 and PAX8 reporter -6.2.
`CC1=C(c2ccccc2)[N+](=O)C2(CCCCC2)N1[O-]` gave F508del corr 0.4, DENV2 CPE -1.3, GSIS activator -4.0, Xi reactivation 0.0, EWS-Fli block 3.8, ERp5 block -2.5 and PAX8 reporter -35.3.
For CCCCCCNC(=O)CNC(=S)N(Cc1cccs1)C1CCCCC1 the results were F508del corr 0.3, DENV2 CPE -4.9, GSIS activator -22.1, ARNT TACC3 PPI -6.4, Xi reactivation 0.0, EWS-Fli block 13.6, ERp5 block 4.8 and PAX8 reporter 2.3.
Screening Cc1ccc(N2C(=O)N(CC(=O)Nc3cc(F)ccc3C)C(=O)C2C)cc1 (configuration not stated) returned F508del corr 0.5, DENV2 CPE inconclusive, GSIS activator -14.1, ARNT TACC3 PPI -5.7, Xi reactivation 0.2, EWS-Fli block 7.9, ERp5 block -5.3 and PAX8 reporter 4.5.
Screening CCNC(=O)C[C@@H]1CC[C@H]2[C@@H](COC[C@@H](O)CN2C(=O)c2cccnc2)O1 returned F508del corr -0.5, DENV2 CPE 13.6, GSIS activator 14.1, ARNT TACC3 PPI 12.2, Xi reactivation 0.1, EWS-Fli block -1.5, ERp5 block -6.7 and PAX8 reporter -21.9.
Screening O=C1COc2ccc(C(=O)COC(=O)CNC(=O)c3ccccc3)cc2N1 returned DENV2 CPE 0.3, GSIS activator 4.7, ARNT TACC3 PPI -21.2, Xi reactivation 0.1, EWS-Fli block 1.3, ERp5 block 3.4 and PAX8 reporter -12.1.
For CC(=O)NCC(=O)NNC1CC(=O)N(c2cccc(Cl)c2)C1=O (configuration not stated) the results were F508del corr 1.6, DENV2 CPE -4.2, ARNT TACC3 PPI 15.3, Xi reactivation -0.1, EWS-Fli block -0.2, ERp5 block 6.7 and PAX8 reporter -6.2.
Cc1ccc(S(=O)(=O)Nc2ccc3c(c2)C(=O)N([C@@H](C)CO)C[C@@H](C)[C@H](CN(C)C(=O)Nc2c(C)noc2C)OCCCC[C@@H](C)O3)cc1 was read as F508del corr 1.4, DENV2 CPE 3.8, GSIS activator 5.3, ARNT TACC3 PPI 0.9, Xi reactivation 0.0, EWS-Fli block -1.9, ERp5 block 13.9 and PAX8 reporter -9.4.
`O=C(NNC(=O)c1cccs1)c1ccc(Br)cc1` gave F508del corr 0.9, DENV2 CPE -6.3, GSIS activator 27.5, ARNT TACC3 PPI -3.5, Xi reactivation 0.5, EWS-Fli block -22.3, ERp5 block -2.2 and PAX8 reporter -60.2.
Screening COc1ccc(COc2ccccc2C(N)=O)cc1F returned DENV2 CPE 7.5, GSIS activator 0.7, Xi reactivation -0.1, EWS-Fli block -17.9, ERp5 block 3.8 and PAX8 reporter -46.8.
For CN(C)C(=O)C[C@H]1C[C@H]2c3cc(NC(=O)Nc4ccccc4)ccc3O[C@H]2[C@@H](CO)O1 the results were F508del corr -0.4, DENV2 CPE 0.5, GSIS activator 6.4, ARNT TACC3 PPI -2.4, Xi reactivation 0.0, EWS-Fli block 1.7 and PAX8 reporter 1.3.
Screening COC(C[C@H](O)[C@@H](C)[C@@H](O)COCc1ccccc1)OC returned F508del corr -0.6, DENV2 CPE -1.1, ARNT TACC3 PPI -9.7, Xi reactivation 0.1, EWS-Fli block -1.0, ERp5 block -0.1 and PAX8 reporter -13.9.
`O=C(CC1CC1)N[C@H]1CC[C@@H](CCNS(=O)(=O)c2ccc(Cl)cc2)O[C@@H]1CO` gave F508del corr 0.3, DENV2 CPE 0.9, GSIS activator -0.5, ARNT TACC3 PPI -7.1, Xi reactivation -0.4, EWS-Fli block 3.1, ERp5 block 3.5 and PAX8 reporter 0.6.
For CCCC(=O)Nc1ccc2c(c1)C(=O)N(C)[C@@H]1CC[C@@H](CC(=O)NCCOC)O[C@H]1CO2 the results were F508del corr 0.5, DENV2 CPE -1.1, GSIS activator 1.6, ARNT TACC3 PPI -20.1, Xi reactivation 0.1, EWS-Fli block -3.2 and PAX8 reporter -5.4.
`CCn1c(O)c(N=NC(=O)c2ccc(CSc3nncn3C)cc2)c2ccccc21` gave GSIS activator 7.9, ARNT TACC3 PPI 0.7, Xi reactivation -0.2, EWS-Fli block -25.3 and PAX8 reporter -2.8.
Screening Cc1ccc(S(=O)(=O)N2CCC(C(=O)Nc3ccccc3N3CCCC3)CC2)cc1C returned F508del corr 0.1, DENV2 CPE -0.7, GSIS activator -8.6, ARNT TACC3 PPI 0.8, Xi reactivation 0.1, EWS-Fli block 7.5, ERp5 block -0.7 and PAX8 reporter 2.2.
For C[C@@H](NC(=O)C[C@@H]1CC[C@H]2[C@@H](COC[C@H](O)CN2Cc2ccc(C(F)(F)F)cc2)O1)c1ccccc1 the results were F508del corr -3.6, DENV2 CPE -3.1, GSIS activator -21.1, ARNT TACC3 PPI -3.2, Xi reactivation 0.0, EWS-Fli block 11.8, ERp5 block 5.9 and PAX8 reporter 23.6.
For CCN(CC)CCNC(=S)NC(=O)c1cn(-c2ccccc2)nc1-c1ccc(OC)cc1 the results were F508del corr -0.5, DENV2 CPE -2.3, GSIS activator -0.7, ARNT TACC3 PPI 16.8, Xi reactivation 0.0, EWS-Fli block -2.5, ERp5 block 9.8 and PAX8 reporter -5.3.
Cc1ccc(S(=O)(=O)N2CCN(C(=O)C(C)Cn3nc(C)c(C)c3C)CC2)cc1C (configuration not stated) was read as F508del corr -2.4, DENV2 CPE -1.0, GSIS activator 3.6, ARNT TACC3 PPI 1.4, Xi reactivation 0.0, EWS-Fli block -3.0, ERp5 block 3.3 and PAX8 reporter 8.1.
COc1ccc2c3c([nH]c2c1)[C@H](CO)N(S(C)(=O)=O)CC31CCN(CC2CCOCC2)CC1 was read as F508del corr 0.0, DENV2 CPE 4.0, GSIS activator 4.8, Xi reactivation 0.0, EWS-Fli block 2.9 and ERp5 block 1.9.
`COCCCN(C(=O)CCOc1ccccc1C)c1c(N)n(Cc2ccccc2)c(=O)[nH]c1=O` gave F508del corr -1.0, DENV2 CPE -1.3, GSIS activator -7.5, ARNT TACC3 PPI -1.3, Xi reactivation 0.0, EWS-Fli block 0.9 and ERp5 block 3.3.
`N#Cc1c(Nc2ccccc2)sc(C(=O)C2CC2)c1N` gave F508del corr 0.6, DENV2 CPE 8.8, GSIS activator 18.6, Xi reactivation 0.3, EWS-Fli block 9.2, ERp5 block 4.9 and PAX8 reporter 5.6.
O=C(C[C@H]1CC[C@@H]2[C@H](COC[C@@H](O)CN2S(=O)(=O)c2cccc(Cl)c2)O1)NC1CCC1 was read as F508del corr 2.8, DENV2 CPE -25.1, GSIS activator 8.0, ARNT TACC3 PPI 6.0, Xi reactivation 0.2, EWS-Fli block 16.5, ERp5 block 1.2 and PAX8 reporter -1.2.
`COc1ccc(CCNC(=O)COC(=O)c2cc(=O)[nH]c3ccccc23)cc1` gave F508del corr 0.2, DENV2 CPE 15.1, GSIS activator -0.2, Xi reactivation 0.0, EWS-Fli block 12.0, ERp5 block -1.5 and PAX8 reporter 3.6.
`CC[C@@]12C(=O)N(c3ccc(C)cc3)C(=O)N1[C@H](c1ccc(OC)cc1)[C@@H]1C(=O)N(C(C)(C)C)C(=O)[C@@H]12` gave F508del corr 0.4, DENV2 CPE 18.3, GSIS activator -12.0, ARNT TACC3 PPI 2.7, Xi reactivation 0.3, EWS-Fli block -16.9, ERp5 block -0.4 and PAX8 reporter -4.6.
C[C@@H]1CN([C@@H](C)CO)C(=O)c2cc(NS(=O)(=O)c3ccc(Cl)cc3)ccc2O[C@@H]1CN(C)CC1CCCCC1 was read as F508del corr -1.1, DENV2 CPE 7.6, GSIS activator -9.2, ARNT TACC3 PPI 0.2, Xi reactivation -0.8, EWS-Fli block 7.1, ERp5 block -9.0 and PAX8 reporter 14.7.
For O=C(/C=C/c1cccs1)N1CCN(c2ccc(O)cc2)CC1 the results were F508del corr 1.6, DENV2 CPE 0.1, GSIS activator 13.7, ARNT TACC3 PPI 6.9, Xi reactivation 0.0, EWS-Fli block -13.3, ERp5 block 9.3 and PAX8 reporter 44.8.
For Fc1ccccc1Cn1cc(C(=S)N2CCOCC2)c2ccccc21 the results were F508del corr 0.1, DENV2 CPE 9.7, GSIS activator 5.0, ARNT TACC3 PPI 0.1, Xi reactivation -0.2, EWS-Fli block -3.6, ERp5 block 3.3 and PAX8 reporter 12.8.
